Source: PubChem BioAssay
TRPM1 prom inh: inhibitors of MITF-driven TRPM1 promoter in melanoma cells; SK-MEL-5 TRPM1 promoter luciferase, 24 h; inhibition, % at 12.5 µM; 330,000 tested, 0.83% active; AID 488899;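 active = mean inhibition across replicates of 60% or more, whatever share of single replicates reaches that level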; also: values of inactives mirror those of a sister screen read the other way
KKLEB cytotox: reduces viability of KKLEB cystic fibrosis airway cells. 360,000 tested, 0.36% active. activity change (cytotoxicity), % at 5 µM. AID 602141. KKLEB CF airway cells viability, ATPlite luminescence, overnight; active compounds read low; cells stimulated with P. aeruginosa culture filtrate;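 active = corrected activity change at or below -50% at 5 µM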
NR2E3 ag-1: human photoreceptor-specific nuclear receptor agonism; Q9Y5X4; CHO-S Gal4-NCOR/VP16-NR2E3 two-hybrid, luciferase; inhibition of corepressor binding, % at 3.98 µM; 360,000 tested, 0.35% active; AID 602229;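 active = inhibition above the mean of all tested compounds plus 3 SD, cut at about 70% in these data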;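 also: 0% = DMSO with NR2E3 transfected cells and 100% = cells lacking NR2E3 construct; higher means lower luciferase signal from less NR2E3 corepressor binding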
Target sequence (Q9Y5X4 whole entry, looked up, the tested form may be a part): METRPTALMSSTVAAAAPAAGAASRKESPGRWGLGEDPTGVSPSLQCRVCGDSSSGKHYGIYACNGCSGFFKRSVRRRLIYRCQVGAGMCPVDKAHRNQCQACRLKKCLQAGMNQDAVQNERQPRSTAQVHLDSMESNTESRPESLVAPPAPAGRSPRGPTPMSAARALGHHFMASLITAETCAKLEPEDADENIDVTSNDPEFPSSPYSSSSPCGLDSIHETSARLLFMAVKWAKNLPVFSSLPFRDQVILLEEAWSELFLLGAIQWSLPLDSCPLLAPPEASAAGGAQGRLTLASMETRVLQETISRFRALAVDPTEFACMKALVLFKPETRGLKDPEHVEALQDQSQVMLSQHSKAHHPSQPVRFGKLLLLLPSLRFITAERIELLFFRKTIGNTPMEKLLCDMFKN
CF NFkB inh: blocks PAF-induced NF-kB reporter in cystic fibrosis cells. KKLEB NF-kB-GFP reporter, GFP fluorescence overnight. inhibition, % at 5 µM. 360,000 tested, 0.86% active;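 active = at least 50% inhibition at 5 µM, scaled per plate between neutral and stimulator controls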;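 also: PAF is a Pseudomonas aeruginosa culture filtrate used as stimulus; plate controls were PAF-stimulated DMSO wells for no effect and unstimulated DMSO wells for full effect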
NR2E3 ag-2: agonists of human nuclear receptor NR2E3 | 320,000 tested, 0.12% active | inhibition of corepressor binding, % at 4.78 µM | GST-NR2E3/biotin-RetCOR TR-FRET, 1536-well | AID 2300;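 active = percent inhibition above the cutoff of mean plus 3 SD of all tested compounds, set per screening campaign, cut at about 20% in these data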;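 also: 0% = DMSO wells and 100% = biotin wells as full block of FRET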
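Material – GST-tagged NR2E3 plus biotinylated RetCOR corepressor · Quantity – NR2E3 fusion 1.35 nM · Times – 5 h incubation at 4 °C · Medium – pH 7.5 Tris-based buffer · Technique – TR-FRET, Eu(K)-anti-GST donor, streptavidin-D2 acceptor, ex 340, em 617/671 nm · Benchmarks – high control biotin, low control 0.6% DMSO · Format – 1536-well plates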
Peg3 promoter: inhibitors of Peg3 promoter | HeLa PEG-Prom luciferase reporter, luminescence, overnight | 360,000 tested, 1.7% active | inhibition, % at 20 µM;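 active = inhibition of at least 50% at 20 µM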
TRAIL sens C8: sensitizes caspase-8 expressing cells to TRAIL. NB7+C8 cells + TRAIL, ATPlite viability luminescence. inhibition (viability loss, TRAIL sensitization), % at 10 µM. 360,000 tested, 1% active. AID 624354;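 active = compounds causing at least 50% loss of cell viability in the single-dose screen, relative to plate controls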
LMP1 NFkB inh: inhibitors of Epstein-Barr LMP1-induced NF-kappaB reporter; LMP1-induced NF-kappaB luciferase reporter cells, luminescence; inhibition, % at 12.5 µM; 350,000 tested, 0.69% active; in the data active = inhibition above about 41%;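 also: 0% = neutral control wells and 100% = reference inhibitor control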
Shn3 3UTR inh: reduces Shn3 3'UTR luciferase signal in osteoblasts. Clone20 osteoblast Shn3 3'UTR firefly luciferase, 24 h. inhibition, % at 12.5 µM. 360,000 tested, 0.52% active;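 active = mean inhibition of at least 75% with every replicate also reaching 75%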;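 also: 0% = median of neutral control wells and 100% = pilot-screen positive control compound; some compounds past the cut are filed as inactive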
HIF-2a block: inhibitors of HIF-2a | 786-0 RCC cells HIF-2a reporter, luciferase luminescence, overnight | inhibition, % at 18.8 µM | 360,000 tested, 0.72% active | AID 624352;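 active = inhibition of the luminescence signal of 40% or more relative to plate controls, in a single-dose primary screen at 18.75 µM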
hiPSC survival: increases survival of single human iPS cells; hiPSC single-cell survival, ATPlite luminescence; 100% = ROCK inhibitor wells, 0% = DMSO; survival enhancement, % at 20 µM; 360,000 tested, 0.044% active; AID 602274; in the data active = survival enhancement above about 18%;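 also: cells exposed to compounds for 16 hours before the ATP read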
Active calls of the source: *; · = not tested or not shown. An excerpt; count on the stated rates, not on these rows.

Each structure is followed by: KKLEB cytotox	NR2E3 ag-1	TRPM1 prom inh	NR2E3 ag-2	HIF-2a block	LMP1 NFkB inh	Peg3 promoter	TRAIL sens C8	CF NFkB inh	Shn3 3UTR inh	hiPSC survival
COc1ccccc1CNc1ncnc2cc(OC)c(OC)cc12
→ 2	-27	13	2	26	10	20	-3	-7	20	-0.6
COc1ccccc1-c1cc(C(=O)NC(C)C)no1
→ -2	-65	-37	1	-316	-15	-207	4	-12	-51	4.7
O=C(Nc1ccccc1N1CCOCC1)c1ccccc1[N+](=O)[O-]
→ 0	10	6	-4	5	3	1	-15	0	-7	-1.0
CN1CCN(c2ccc(CNC(=O)C3Cc4c(-c5ccccc5)ccnc4O3)cc2)CC1 (stereo unspecified)
→ 10	-6	·	·	-4	·	-1	-9	-13	6	-0.3
CCC(=O)Nc1ccccc1C(=O)OCC(=O)c1ccc2ccccc2c1
→ 0	4	-8	-1	-61	13	-73	1	0	-11	-1.7
COc1ccc(-c2cn[nH]c2-c2ccc(OCc3ccc([N+](=O)[O-])cc3)cc2O)cc1
→ 2	-31	-21	-2	-1	25	-1	0	70*	66	1.3
CC12CN3CCN(CC(C3)/C1=N\NC(=O)c1ccccc1N)C2
→ 8	-42	9	-3	-128	-2	-9	-13	-6	-21	0.6
FC(F)(F)c1cccc(NC(=S)NNC(=S)NCc2ccccc2)c1
→ -2	-9	5	3	-31	0	8	-1	7	-9	2.9
CCC(C(=O)OCC(=O)N1CCN(c2ccc(OC)cc2)CC1)c1ccccc1 (stereo unspecified)
→ -18	23	5	1	5	0	-20	11	21	11	2.5
CN1C(=O)/C(=C\C=C2/CCCN2C)N(C)C1=S
→ 7	11	-48	-2	-103	-15	-80	2	6	-28	-0.4

(listing goes on)
Each structure is followed by: KKLEB cytotox	NR2E3 ag-1	TRPM1 prom inh	NR2E3 ag-2	HIF-2a block	LMP1 NFkB inh	Peg3 promoter	TRAIL sens C8	CF NFkB inh	Shn3 3UTR inh	hiPSC survival
CCOc1ccc(NC(=O)c2cc3n(n2)C(C(F)(F)F)CC(c2ccco2)N3)cc1 (stereo unspecified)
→ -6	7	-7	-1	16	1	-7	-12	4	11	-1.3
Nc1nc(Cl)nc2ccc(Br)cc12
→ -2	12	7	8	-28	11	-151	9	-5	-24	0.2
CCOc1ccccc1NC(=S)NC1CC2CCC1C2 (stereo unspecified)
→ 3	-6	2	5	3	-5	18	-8	-1	3	-0.3
O=C(Nc1ccc(N2CCOCC2)c(Cl)c1)c1cccnc1Cl
→ -1	5	-11	4	-20	1	-30	15	-2	-20	-4.6
COc1cc(/C=N/NC2=NCCCCC2)ccc1O
→ -4	-4	-10	3	-16	0	0	-9	-10	-17	0.3
Cc1cc(C)cc(NC(=O)C(Sc2ncnc3ccccc23)c2ccccc2)c1 (stereo unspecified)
→ -10	-8	3	2	-33	-7	-11	0	12	-22	-0.5
C[C@@H]1CN([C@@H](C)CO)S(=O)(=O)c2ccc(Br)cc2O[C@H]1CN(C)C(=O)c1ccccc1F
→ -16	15	·	·	10	-3	5	5	32	0	-0.2
CCc1ccc(NC(=O)C(C)OC(=O)CCN2C(=O)C3CC=CCC3C2=O)cc1 (stereo unspecified)
→ 0	-22	-7	·	-22	-4	-32	6	9	-17	-0.4
COc1cccc2c(=O)cn[nH]c12
→ 0	-14	10	2	6	1	-1	-12	-3	-18	2.4
O=C(Cc1n[nH]c(=O)c2ccccc12)OCC(=O)c1ccccc1Cl
→ 1	29	-3	-2	3	-8	1	-4	7	-6	0.4

More structures follow:
Each structure is followed by: KKLEB cytotox	NR2E3 ag-1	TRPM1 prom inh	NR2E3 ag-2	HIF-2a block	LMP1 NFkB inh	Peg3 promoter	TRAIL sens C8	CF NFkB inh	Shn3 3UTR inh	hiPSC survival
COc1ccc(N2CCN(C(=O)c3ccc4c(=O)n(CCc5ccc(OC)c(OC)c5)c(=O)[nH]c4c3)CC2)cc1
→ 2	2	15	1	17	-9	22	11	0	62	1.2
O=C(Nc1ccccc1C(=O)NCc1cccnc1)c1ccccc1Cl
→ 0	-34	13	6	4	-2	27	-5	10	-22	-0.1
CSCC(=O)N1CCc2ccc(NC(=O)c3ccccc3Cl)cc2C1
→ 3	-53	-42	3	-214	-15	-144	14	-23	-29	-0.8
CCOC(=O)n1c(O)c(N=NC(N)=S)c2cc(C)ccc21
→ -3	11	10	2	11	2	8	-2	8	5	-0.3
CCN(CC)CCCNC(=O)CCn1nc(-c2ccc(Cl)cc2)ccc1=O
→ 11	-43	4	0	19	3	-5	4	8	-11	1.0
O=C(NCc1ccccc1)C1Cc2ccccc2CN1C(=O)c1ccco1 (stereo unspecified)
→ 8	-5	0	0	8	3	1	0	12	-14	-0.4
O=C(CN(C(=O)CCC(=O)Nc1ccccn1)c1cccc(F)c1)NCc1ccco1
→ 6	-17	5	4	10	-5	8	0	-9	4	-0.1
Cn1nnnc1Sc1ncnc2scc(-c3ccc([N+](=O)[O-])cc3)c12
→ -63*	15	98*	4	92*	74*	102*	28	71*	81	-5.7
COc1ccc(S(=O)(=O)NC(C)C(=O)Nc2ccccc2)cc1Cl (stereo unspecified)
→ 2	10	1	2	10	3	20	10	-14	8	-0.4
O=C(c1ccccc1)N1CCN(C(=S)NCc2ccco2)CC1
→ -10	-16	1	4	21	6	8	-21	12	-4	-1.0

Compound profiles, from the list above:
CCOC(=O)n1c(O)c(N=NC(N)=S)c2cc(C)ccc21 is listed with KKLEB cytotox = -3; NR2E3 ag-1 = 11; TRPM1 prom inh = 10; NR2E3 ag-2 = 2; HIF-2a block = 11; LMP1 NFkB inh = 2; Peg3 promoter = 8; TRAIL sens C8 = -2; CF NFkB inh = 8; Shn3 3UTR inh = 5; hiPSC survival = -0.3
Cn1nnnc1Sc1ncnc2scc(-c3ccc([N+](=O)[O-])cc3)c12 is listed with KKLEB cytotox = -63*; NR2E3 ag-1 = 15; TRPM1 prom inh = 98*; NR2E3 ag-2 = 4; HIF-2a block = 92*; LMP1 NFkB inh = 74*; Peg3 promoter = 102*; TRAIL sens C8 = 28; CF NFkB inh = 71*; Shn3 3UTR inh = 81; hiPSC survival = -5.7

The listing continues:
Each structure is followed by: KKLEB cytotox	NR2E3 ag-1	TRPM1 prom inh	NR2E3 ag-2	HIF-2a block	LMP1 NFkB inh	Peg3 promoter	TRAIL sens C8	CF NFkB inh	Shn3 3UTR inh	hiPSC survival
C=C1c2cc3c(cc2NC(=S)N1Cc1ccccc1)OCO3
→ 12	18	·	-1	-5	·	9	2	-7	5	-0.2
CCc1ccc(NC(=O)[C@H](C)NC(=O)C2CCN(C(=O)[C@@H](N)C(C)C)CC2)cc1
→ -2	-12	9	-1	8	-15	-9	3	1	-31	0.2
COc1ccc(CN2CCNC(=O)C2CC(=O)N2CCCCO2)c(OC)c1 (stereo unspecified)
→ 10	3	5	-2	8	-12	12	-5	3	-4	-3.1
COCC(=O)Nc1nc2ccc(S(C)(=O)=O)cc2s1
→ -15	-25	-15	5	-40	1	-20	-8	-1	-27	-2.2
CCOc1cc(/C=N/NC(=O)Cc2ccc(C(F)(F)F)cc2[N+](=O)[O-])ccc1O
→ 0	7	-7	-2	8	1	-1	-5	28	11	-2.3
CCN=C(NCC)SC1CC(=O)N(c2ccccc2)C1=O (stereo unspecified)
→ 7	-8	3	0	11	-32	7	1	7	-46	4.0
Cc1nnsc1C(=O)N/N=C/c1ccccc1
→ -4	-12	-1	1	5	4	-13	-3	-14	2	0.1
O=C(N/N=C/c1ccc(O)cc1)/C(=C/c1ccccc1)CCO
→ -3	-2	-13	-1	3	-5	7	2	4	0	1.5
CCOc1ccc(NC(=O)CN(C)C2=NS(=O)(=O)c3ccccc32)cc1
→ -2	2	·	·	7	8	4	2	7	-1	-0.3
Cc1[nH]n(-c2ccccc2)c(=O)c1N=Nc1cccc([N+](=O)[O-])c1
→ -4	-6	3	-4	-187	2	-66	23	7	-34	-0.4

(cont.)
Each structure is followed by: KKLEB cytotox	NR2E3 ag-1	TRPM1 prom inh	NR2E3 ag-2	HIF-2a block	LMP1 NFkB inh	Peg3 promoter	TRAIL sens C8	CF NFkB inh	Shn3 3UTR inh	hiPSC survival
C=CCOn1c(=O)c(-c2ccc(OCC)cc2)[n+]([O-])c2ccccc21
→ 0	-80	-8	-4	-80	13	-62	-1	10	-7	-0.6
Cc1cccc(C(C)C)c1NC(=O)C(C)OC(=O)Cc1n[nH]c(=O)c2ccccc12 (stereo unspecified)
→ -4	-9	12	-1	18	-2	2	-3	16	-7	-0.3
CCc1ccc(NC(=O)c2sc3nc(C)nc(N4CCN(c5ccccn5)CC4)c3c2C)cc1
→ -5	-30	-20	4	3	3	30	15	36	9	1.3
COC(=O)c1ccsc1NC(=O)c1ccco1
→ -21	-37	-4	1	-27	1	-5	1	22	-29	-0.2
COC(=O)c1c(NC(=O)CN2C(=O)c3ccccc3C2=O)sc(Cc2ccc3c(c2)OCO3)c1C
→ 19	-15	·	2	10	1	2	-3	18	12	0.0
COc1ccc(Cc2n[nH]c(=S)n2-c2cc(C)ccc2C)cc1OC
→ 5	12	·	·	-4	·	7	1	-7	-6	-0.7
Oc1ccccc1-c1cc(C(F)(F)C(F)F)[nH]n1
→ 0	-34	-15	3	-141	-2	-87	-9	8	33	-2.4
COc1ccc(N2C(=NC(C)=O)SC3CS(=O)(=O)CC32)cc1OC (stereo unspecified)
→ -7	-10	-12	0	17	3	16	0	4	-23	-2.1
Cc1cccc(-n2cc(CN(C)Cc3nccn3C)c(-c3cccc(F)c3)n2)c1
→ 7	9	7	-1	-9	-10	16	-1	-4	2	1.2
Fc1ccccc1CSc1nncn1NC/C=C/c1ccccc1
→ -6	-23	-3	3	-10	-36	15	-10	-5	-50	3.9

Next section
Each structure is followed by: KKLEB cytotox	NR2E3 ag-1	TRPM1 prom inh	NR2E3 ag-2	HIF-2a block	LMP1 NFkB inh	Peg3 promoter	TRAIL sens C8	CF NFkB inh	Shn3 3UTR inh	hiPSC survival
OCCN1CN=C(Nc2nc3ccccc3o2)NC1
→ 2	8	-3	-2	-30	-7	-4	3	-7	-19	1.5
CCC[n+]1cn(/C(C(=S)Nc2cccc(Cl)c2C)=C(/[O-])c2ccc(OC)c(OC)c2)c2ccccc21
→ 1	3	9	1	22	1	19	-2	5	6	1.1
CCc1ccc(CN(C)Cc2nc(Cc3ccccc3)no2)nc1
→ 8	5	1	-2	2	-13	-3	-1	-1	-14	-0.3
Cc1cc(C)cc(N2CCN(C(=O)N3CCOCC3)CC2)c1
→ 3	-9	1	3	8	-4	12	7	2	0	-2.2
